High-throughput results as filed in PubChem BioAssay.
Yeast superoxide: yeast age-related superoxide inhibition as caloric restriction mimetic. 0.18% of 330,000 active. S. cerevisiae aged cells, superoxide DHE fluorescence; hits give low values. superoxide response (% of plate mean), % at 10 µM. AID 2690;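 active = superoxide response under a set limit, about three screen SD below normal, cut at about 65% in these data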;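 also: yeast aged for seven days with compound at 30 °C before DHE staining; 100% = average MFI of all compound-treated wells on the plate with controls excluded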
BCLXL inh: Bcl-xL (human) inhibition; AID 2129; 0.7% of 320,000 active; GST-Bcl-xL / FITC-Bim BH3 peptide fluorescence polarization; inhibition, % at 10.9 µM;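 active = inhibition above the mean of all tested compounds plus 3 SD, cutoff set per campaign, cut at about 30% in these data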;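 also: 0% = DMSO wells and 100% = unlabeled Bim-BH3 peptide competitor; inhibitors lower millipolarization by displacing the labeled peptide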
Target sequence (Q07817 whole entry, looked up): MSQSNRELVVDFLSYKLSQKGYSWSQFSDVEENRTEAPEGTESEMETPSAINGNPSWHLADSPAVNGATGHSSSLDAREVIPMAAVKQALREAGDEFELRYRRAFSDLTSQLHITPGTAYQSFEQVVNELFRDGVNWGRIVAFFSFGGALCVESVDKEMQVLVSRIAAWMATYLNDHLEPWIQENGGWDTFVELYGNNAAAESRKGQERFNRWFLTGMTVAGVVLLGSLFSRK
MCL1-BIM inh: disrupts human MCL1 binding to BIM-BH3 peptide. inhibition, % at 10.9 µM. 0.68% of 320,000 active. GST-MCL1 / FITC-Bim-BH3 fluorescence polarization. Q07820;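 active = inhibition above the mean inhibition of all tested compounds plus 3 SD, set per campaign, cut at about 40% in these data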;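 also: 0% = DMSO wells and 100% = unlabeled Bim-BH3 peptide control; higher means more loss of mP so more displacement of Bim peptide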
Target sequence (Q07820 whole entry, looked up): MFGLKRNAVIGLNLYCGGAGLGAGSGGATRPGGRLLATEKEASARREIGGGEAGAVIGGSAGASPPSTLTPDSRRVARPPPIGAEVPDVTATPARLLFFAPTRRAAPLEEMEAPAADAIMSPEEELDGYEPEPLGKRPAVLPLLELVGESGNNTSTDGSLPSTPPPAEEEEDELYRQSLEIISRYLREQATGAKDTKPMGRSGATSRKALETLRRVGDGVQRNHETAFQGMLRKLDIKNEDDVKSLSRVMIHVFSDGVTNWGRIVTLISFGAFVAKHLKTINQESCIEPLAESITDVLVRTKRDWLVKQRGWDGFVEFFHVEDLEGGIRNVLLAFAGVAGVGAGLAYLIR
EBNA-1 inh: blocks EBNA-1 binding to DNA | EBNA-1 DNA binding, fluorescence polarization | inhibition, % at 14.8 µM | 0.34% of 300,000 active; in the data active = inhibition above about 28%
Efflux pump inh: antifungal efflux pump inhibition, Nile Red retention | S. cerevisiae Candida pump triplex | inhibition, % at 10 µM | 0.44% of 330,000 active | AID 485275;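 active = plate passing quality check with inhibition over a set limit, or well fluorescence over plate mean plus 4 SD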;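 also: Nile Red retained in pooled yeast measured as flow cytometry median fluorescence; 0% = buffer negative control and 100% = Enniatin B positive control; higher means more Nile Red kept so more efflux inhibition; some compounds called inactive have numbers as strong as hits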
MEX-5 binding: C. elegans MEX-5 TCR-2 RNA binding activity. Q9XUB2. MEX-5/FITC-TCR2 RNA binding, fluorescence polarization; hits give low values. activity score (negative = inhibition of binding), % at 10 µM. 0.38% of 300,000 active;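 active = inhibition past about -25% in most replicates, and total fluorescence under double the plate's negative control median, limit read from the data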;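 also: 0% = DMSO and -100% = 5 µM competing unlabeled TCR2 RNA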
Target sequence (Q9XUB2 whole entry, looked up): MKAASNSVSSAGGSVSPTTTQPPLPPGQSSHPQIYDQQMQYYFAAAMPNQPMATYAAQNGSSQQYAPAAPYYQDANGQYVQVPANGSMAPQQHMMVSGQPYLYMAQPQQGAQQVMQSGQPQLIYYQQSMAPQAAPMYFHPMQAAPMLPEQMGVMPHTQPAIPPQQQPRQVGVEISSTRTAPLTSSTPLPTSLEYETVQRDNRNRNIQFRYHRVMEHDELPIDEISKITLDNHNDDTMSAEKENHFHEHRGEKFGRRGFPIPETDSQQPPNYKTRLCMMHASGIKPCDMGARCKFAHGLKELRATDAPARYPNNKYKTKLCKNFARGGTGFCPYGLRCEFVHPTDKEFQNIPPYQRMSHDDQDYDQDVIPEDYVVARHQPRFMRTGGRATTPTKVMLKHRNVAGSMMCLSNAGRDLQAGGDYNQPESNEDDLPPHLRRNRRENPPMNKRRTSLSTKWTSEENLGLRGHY
GLD-1 TGE inh: GLD-1-TGE RNA interaction inhibition (C. elegans) | Q17339 | purified GLD-1 + fluorescein TGE RNA, fluorescence polarization | 0.44% of 320,000 active | inhibition, % at 5.96 µM | AID 2280;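 active = percent inhibition above a per-plate cutoff, the plate mean of test compounds plus 3 SD, cut at about 30% in these data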;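 also: 0% = DMSO wells with GLD-1 and probe and 100% = wells lacking GLD-1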
Fam108B inh: counter-screen for RBBP9 inhibitors: inhibitors of mouse Fam108B; recombinant Fam108B, FP-Rh probe fluorescence polarization; 0.33% of 300,000 active; inhibition, % at 9.51 µM;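 active = inhibition above the screen mean inhibition plus 3 SD, computed separately per campaign, cut at about 18% in these data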;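 also: inhibitors lower polarization as less probe binds the enzyme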
ZTA counter: blocks Epstein-Barr virus ZTA, an EBNA-1 counter-screen; inhibition, % at 11 µM; 0.15% of 320,000 active; AID 2234; P03206; ZTA-DNA binding, fluorescence polarization; in the data active = inhibition above about 33%
* hit, by the source's call; x = not tested or not shown. Rows were taken by chance (roughly 2.3% active in at least one column).

SMILES | Yeast superoxide | BCLXL inh | MCL1-BIM inh | EBNA-1 inh | Efflux pump inh | MEX-5 binding | GLD-1 TGE inh | Fam108B inh | ZTA counter
COC(=O)C(CCCCNC(=O)c1ccc([N+](=O)[O-])cc1)NC(=O)c1ccc([N+](=O)[O-])cc1 (stereo not given) | 93 | 3 | -7 | -16 | -0.1 | -2.4 | 8 | -2 | -3
O=C1[C@@H]2C(c3cccnc3)=NO[C@@H]2C(=O)N1c1ccc(Cl)cc1Cl | 84 | 10 | 5 | 4 | -0.2 | -1.7 | 8 | 3 | -3
CN1/C(=C\C(=O)COC(=O)CNC(=O)c2ccccc2F)C(C)(C)c2ccccc21 | 85 | 5 | 2 | 0 | -0.1 | -5.4 | 1 | -3 | -3
Cc1ccc(NC(=O)CSc2ncn(-c3ccccc3)n2)cc1C | 92 | -3 | -5 | 3 | 0.2 | -0.5 | 12 | 1 | 12
C#CCOCCOCCOCCNc1nc(N2CCN(C(=O)[C@H]([C@@H](C)CC)n3cc(CCCN=C(N)N)nn3)CC2)nc(N2CCN(C(=O)[C@H](Cc3ccc(O)cc3)n3cc(CCO)nn3)CC2)n1 | 104 | -19 | -32 | -8 | 0.0 | x | -1 | 3 | -4
Cc1cccc(NC(=S)N(CCCN2CCOCC2)Cc2ccco2)c1 | 99 | 3 | 7 | -2 | 0.1 | -0.7 | 4 | 1 | -4
O=C(Nc1ccc2oc(-c3ccncc3)nc2c1)c1ccc([N+](=O)[O-])o1 | 93 | -4 | 9 | 0 | 0.3 | -2.3 | 5 | 4 | -1
CCc1ccccc1NC(=O)N1C2CCCC1CC(NC(C)=O)C2 (stereo not given) | 115 | 2 | 0 | 19 | 0.1 | 0.0 | -3 | 4 | 16
N#Cc1c(-c2ccccc2)nc(-c2cccnc2)[nH]c1=O | 102 | 0 | 0 | -8 | -0.1 | 0.8 | -8 | -5 | -11
O=S1(=O)c2ccccc2N=NN1Cc1ccc(Cl)c(Cl)c1 | 113 | 26 | 27 | -11 | 0.0 | -20 | 9 | 0 | 16
Cc1occc1C(=O)Nc1sc2c(c1C(N)=O)CCC(C(C)(C)C)C2 (stereo not given) | 98 | 2 | 14 | 5 | 0.0 | 0.7 | -2 | 3 | -9
COC(=O)CSc1ncnc2c1cnn2Cc1ccccc1 | 94 | 6 | -1 | -7 | 0.1 | 2.3 | 3 | 0 | 8
c1ccn(-c2ccc(N3CCOCC3)cc2)c1 | 98 | -3 | -4 | -5 | 0.1 | -1.6 | 1 | -3 | -1
CN1C(C(=O)NCc2cccc(C(F)(F)F)c2)CC2Cn3c(nc4cc5ccccc5cc43)C21 (stereo not given) | 82 | -1 | -6 | -1 | -0.2 | 1.4 | -4 | -5 | -13
CCN1CCC(=NNC(=O)c2ccco2)CC1 | 91 | 4 | 3 | 0 | 0.0 | 0.6 | 4 | -3 | 15
Cc1ccc(-c2nn(-c3ccccc3)cc2CSC(=N)N)cc1 | 111 | -2 | 4 | -11 | 0.1 | 1.6 | 4 | -1 | 15
O=C(O)CN1CCN(Cc2ccccc2Cl)C1=O | 84 | 0 | 0 | 1 | 0.1 | -1.3 | 9 | -1 | -5
CCOC(=O)N1CCN(C(=O)CN(C2CCCCC2)S(=O)(=O)c2ccc(F)cc2)CC1 | 88 | 3 | 5 | -8 | 0.1 | 1.6 | -4 | 3 | -5
COc1cccc(NC(=S)Nc2cccc3ccccc23)c1 | 126 | 6 | 6 | -8 | 0.1 | 3.3 | 3 | -3 | -11
Cc1cccc(NC(=O)CSc2nnc(CNC(=O)c3ccco3)o2)c1C | 110 | 0 | -2 | -1 | 0.0 | x | -6 | 1 | -6

Eleven entries from above, sorted by length of the SMILES, ascending.
SMILES | Yeast superoxide | BCLXL inh | MCL1-BIM inh | EBNA-1 inh | Efflux pump inh | MEX-5 binding | GLD-1 TGE inh | Fam108B inh | ZTA counter
CCN1CCC(=NNC(=O)c2ccco2)CC1 | 91 | 4 | 3 | 0 | 0.0 | 0.6 | 4 | -3 | 15
c1ccn(-c2ccc(N3CCOCC3)cc2)c1 | 98 | -3 | -4 | -5 | 0.1 | -1.6 | 1 | -3 | -1
O=C(O)CN1CCN(Cc2ccccc2Cl)C1=O | 84 | 0 | 0 | 1 | 0.1 | -1.3 | 9 | -1 | -5
COC(=O)CSc1ncnc2c1cnn2Cc1ccccc1 | 94 | 6 | -1 | -7 | 0.1 | 2.3 | 3 | 0 | 8
COc1cccc(NC(=S)Nc2cccc3ccccc23)c1 | 126 | 6 | 6 | -8 | 0.1 | 3.3 | 3 | -3 | -11
O=S1(=O)c2ccccc2N=NN1Cc1ccc(Cl)c(Cl)c1 | 113 | 26 | 27 | -11 | 0.0 | -20 | 9 | 0 | 16
Cc1cccc(NC(=O)CSc2nnc(CNC(=O)c3ccco3)o2)c1C | 110 | 0 | -2 | -1 | 0.0 | x | -6 | 1 | -6
Cc1occc1C(=O)Nc1sc2c(c1C(N)=O)CCC(C(C)(C)C)C2 (stereo not given) | 98 | 2 | 14 | 5 | 0.0 | 0.7 | -2 | 3 | -9
O=C(Nc1ccc2oc(-c3ccncc3)nc2c1)c1ccc([N+](=O)[O-])o1 | 93 | -4 | 9 | 0 | 0.3 | -2.3 | 5 | 4 | -1
CCOC(=O)N1CCN(C(=O)CN(C2CCCCC2)S(=O)(=O)c2ccc(F)cc2)CC1 | 88 | 3 | 5 | -8 | 0.1 | 1.6 | -4 | 3 | -5
CN1C(C(=O)NCc2cccc(C(F)(F)F)c2)CC2Cn3c(nc4cc5ccccc5cc43)C21 (stereo not given) | 82 | -1 | -6 | -1 | -0.2 | 1.4 | -4 | -5 | -13

New compounds follow
SMILES | Yeast superoxide | BCLXL inh | MCL1-BIM inh | EBNA-1 inh | Efflux pump inh | MEX-5 binding | GLD-1 TGE inh | Fam108B inh | ZTA counter
CC(C(=O)NC1CCCc2ccccc21)N1CCN(c2ccc(F)cc2)CC1 (stereo not given) | 100 | 3 | 7 | 13 | -0.2 | 0.9 | 4 | 1 | 6
CC(=O)c1cccc(N(CC(=O)N2CCCC2)S(C)(=O)=O)c1 | 97 | 4 | 3 | 3 | 0.1 | -3.2 | 1 | -1 | -1
COc1ccc(Cc2nnc(NS(=O)(=O)c3ccc([N+](=O)[O-])cc3)s2)cc1 | 98 | 3 | 9 | -7 | -0.2 | -3.6 | 4 | -2 | 1
COc1ccc(NC(=O)CS(=O)c2ccccc2Cl)cc1 (stereo not given) | 97 | 6 | 8 | -5 | -0.1 | -0.7 | 2 | 3 | 3
CCS(=O)(=O)N1CCN(C(=O)c2cccc(OC)c2)CC1 | 103 | -4 | 2 | -19 | 0.1 | -3.9 | 2 | -1 | -7
CCCCCCCOc1ccc(OC(=O)c2cccnc2)cc1 | 84 | 3 | 2 | -1 | -0.1 | -1.3 | 0 | -4 | -1
O=C(NN1CCOCC1)c1cccc(COc2cccc(Br)c2)c1 | 105 | -4 | -12 | 8 | 0.1 | -0.4 | 0 | -3 | 11
COc1cccc(C(=O)N(Cc2ccc(N(C)C)cc2)C2CCS(=O)(=O)C2)c1 (stereo not given) | 90 | 1 | -3 | 0 | 0.0 | 1.0 | 5 | 3 | 5
CC(C)Oc1ccc(S(=O)(=O)N2CCOCC2)cc1NC(=O)CN1C(=O)NC2(CCCC2)C1=O | 83 | -3 | -10 | -9 | 0.0 | -1.2 | 0 | 0 | 0
Cc1ccc(NC(=O)O/N=C/c2cccc([N+](=O)[O-])c2)cc1 | 76 | 4 | 0 | -1 | 0.0 | -1.6 | -1 | 1 | 10
Cc1nc(-c2ccccn2)sc1C(=O)O | 101 | 0 | 2 | -2 | 0.2 | -0.8 | -1 | 0 | 5
Cc1cc(C(=O)NCc2ccc(S(N)(=O)=O)cc2)ccc1[N+](=O)[O-] | 103 | 6 | 9 | 2 | 0.0 | 0.3 | 1 | -4 | -8
CCOC(=O)N1CCN(C(=O)CSc2ccc(-c3cccc(OC)c3)nn2)CC1 | 104 | 0 | -5 | 2 | 0.0 | x | 5 | 1 | -3
O=C(CN1C(=O)CSC1=O)Nc1ccc(C(=O)O)cc1 | 87 | 3 | 0 | 7 | 0.0 | -0.4 | 2 | 0 | 24
CCn1c(=O)n(CC)c2cc(N3CCCC3)c(NC(=O)c3ccccc3F)cc21 | 133 | 7 | -3 | -6 | -0.1 | 0.2 | 7 | -6 | -15
Cc1onc(-c2c(F)cccc2Cl)c1C(=O)Nc1nc2ccccc2[nH]1 | 91 | -8 | -11 | -13 | 0.3 | 6.5 | -6 | -8 | 4
Cc1[nH]n(-c2cccc(Cl)c2)c(=O)c1/C=N/n1c(C)nc2ccccc2c1=O | 109 | 1 | 3 | -1 | -0.2 | -0.2 | -2 | -4 | 3
CC(C)(O)C#Cc1ccc(CN2CCC(n3nccc3NC(=O)C3CC3)CC2)cc1 | 82 | 9 | 5 | -7 | 0.0 | x | 2 | -3 | -28
COCCn1c(=O)[nH]c2cc(C(=O)NCCN3CCN(c4ccccc4F)CC3)ccc2c1=O | 87 | 5 | 10 | 9 | 0.1 | -0.5 | -5 | 1 | -5
O=C(Nc1ccc2[nH]ccc2c1)c1ccc(F)cc1 | 86 | -4 | -7 | 6 | -0.2 | 0.6 | 2 | 0 | 6
CC(C)(C)NCc1cc(Br)ccc1OC1CCCC1 | 118 | 4 | -2 | 0 | 0.1 | 3.2 | 6 | 1 | 22
O=C(COc1ccc(Br)cc1)NCCCN1CCCC1=O | 103 | 2 | -5 | x | -0.2 | x | -5 | x | 13
O=C(CNC(=O)N1CC(=O)Nc2ccccc21)NCCc1c[nH]c2ccccc12 | 100 | 1 | -2 | -8 | -0.2 | 1.1 | 5 | -3 | 1
Cc1ccc(OCC(=O)NNC(=O)C(C)Sc2ncnc3sc(C)c(C)c23)cc1 (stereo not given) | 103 | 5 | 5 | -6 | 0.0 | 0.9 | 0 | -4 | 1
COc1cccc(-c2csc(N3CCN(C(=S)Nc4ccccc4C)CC3)n2)c1 | 116 | 3 | 2 | 1 | 0.3 | 0.6 | 6 | 1 | 24
N#CC1=C2SCN(Cc3ccco3)CN2C(=O)CC1c1ccccc1F (stereo not given) | 118 | -7 | -9 | 0 | -0.1 | 1.9 | 4 | -1 | -17
Cc1c(Cl)cccc1NC(=O)CN1CCC(NC(=O)C2CCCCC2)CC1 | 102 | 1 | 2 | -1 | -0.1 | -3.1 | 0 | 0 | 6
CC(C)N(Cc1cn(C)nc1-c1cccc(Cl)c1)Cc1nccn1C | 101 | 2 | -4 | -17 | 0.2 | 2.0 | 3 | -1 | -14
Cc1ccccc1C(=O)NC(NC(=S)Nc1ccc(S(N)(=O)=O)cc1)C(Cl)(Cl)Cl (stereo not given) | 94 | 6 | 8 | -4 | -0.1 | x | 4 | -5 | 16
CCn1nnnc1-c1ccc(OC)c(S(=O)(=O)NCCc2ccccc2)c1 | 114 | 1 | -1 | -3 | 0.1 | -1.1 | 1 | 1 | 10
CC(NC(=O)c1cc2c(s1)CS(=O)(=O)C2)c1ccccc1 (stereo not given) | 97 | 6 | 3 | 5 | 0.0 | -0.2 | -6 | -3 | -1
COC(=O)C(C)Oc1ccc(-c2nccc(-c3ccccn3)n2)cc1 (stereo not given) | 111 | 6 | -3 | -11 | 0.2 | 1.0 | -3 | -1 | -13
COC(=O)c1cc(COC(=O)c2nc3nccc(C)n3n2)oc1C | 110 | 6 | 4 | 5 | 0.0 | -3.6 | 11 | 2 | 9
Cc1cccc(N(C(=O)c2csnn2)C(C(=O)NC(C)(C)C)c2cccs2)c1 (stereo not given) | 109 | 1 | 2 | 0 | 0.0 | 0.2 | -5 | 2 | -8
